# Screening results from PubChem BioAssay.
# M4 ag = agonists of human muscarinic M4 receptor (CHRM4); P08173; CHO-K1 hM4/Gqi5, Fluo-8 calcium fluorescence; vehicle 0%, full acetylcholine response 100%; activation, % at 3 µM; 360,000 compounds, 0.14% hits;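 active = activation above the run mean over all test wells plus 3 SD, cut at about 32% in these data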;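 also: peak over basal fluorescence ratio per well then scaled between controls; 0% = DMSO wells and 100% = acetylcholine at EC100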
# Target sequence (P08173 whole entry, looked up): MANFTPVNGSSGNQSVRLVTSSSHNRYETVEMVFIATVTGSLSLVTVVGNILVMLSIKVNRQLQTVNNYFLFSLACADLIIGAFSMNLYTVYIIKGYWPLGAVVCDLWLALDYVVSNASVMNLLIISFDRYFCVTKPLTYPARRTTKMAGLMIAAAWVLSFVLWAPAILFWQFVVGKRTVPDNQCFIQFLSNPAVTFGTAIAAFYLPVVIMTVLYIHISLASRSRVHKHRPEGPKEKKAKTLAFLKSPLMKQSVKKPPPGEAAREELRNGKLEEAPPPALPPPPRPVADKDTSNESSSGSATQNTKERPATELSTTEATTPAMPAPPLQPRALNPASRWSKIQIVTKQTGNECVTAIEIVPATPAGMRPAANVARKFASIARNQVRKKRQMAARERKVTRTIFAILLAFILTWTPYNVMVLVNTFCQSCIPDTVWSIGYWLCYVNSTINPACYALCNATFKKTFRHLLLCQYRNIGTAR
# M1 PAM = human CHRM1 positive allosteric modulation. CHO-K1 hM1, Fluo-8 calcium fluorescence, ACh EC20; 0% = ACh EC20, 100% = maximal ACh. activation, % at 3 µM. 360,000 compounds, 0.088% hits; in the data active = activation above about 19%, passing the limit was not always enough
# Target sequence (P11229 whole entry, looked up): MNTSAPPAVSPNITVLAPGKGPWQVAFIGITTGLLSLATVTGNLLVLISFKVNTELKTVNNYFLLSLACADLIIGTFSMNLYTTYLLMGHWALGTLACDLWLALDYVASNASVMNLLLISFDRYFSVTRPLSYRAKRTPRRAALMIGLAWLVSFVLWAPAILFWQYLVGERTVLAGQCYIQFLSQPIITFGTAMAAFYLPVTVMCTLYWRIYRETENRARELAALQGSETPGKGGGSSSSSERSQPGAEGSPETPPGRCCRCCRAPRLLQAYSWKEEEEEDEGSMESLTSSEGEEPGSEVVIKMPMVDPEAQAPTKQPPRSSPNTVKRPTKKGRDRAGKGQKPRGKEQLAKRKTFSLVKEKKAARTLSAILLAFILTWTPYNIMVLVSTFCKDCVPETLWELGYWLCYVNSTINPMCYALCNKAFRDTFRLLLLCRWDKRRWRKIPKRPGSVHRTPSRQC
# CRFR2-BP antag = CRF-BP/CRF-R2 complex antagonism; AID 588475; 350,000 compounds, 0.59% hits; HEK293 CRF-R2/CRF-BP, CRF-induced calcium fluorescence; inhibition, % at 11.8 µM;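 active = inhibition of the ligand-induced calcium signal above about 50% at the single tested concentration, limit read from the data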
# M4 PAM = positive allosteric modulators of human muscarinic M4 receptor | P08173 | CHO-K1 hM4/Gqi5, Fluo-8 calcium fluorescence, ACh EC20; 0% = ACh EC20, 100% = maximal ACh | activation, % at 3 µM | 360,000 compounds, 0.4% hits;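 active = activation above its plate's cutoff, the mean activation of sample wells plus 3 SD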; also: some results filed as inactive read as strong as hits
# CHRM5 antagonist = antagonists of human muscarinic M5 receptor (CHRM5). P08912. CHO-hM5 cells, Fluo-8 calcium fluorescence, ACh EC80. inhibition, % at 3 µM. 360,000 compounds, 0.59% hits;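 active = inhibition above a per-plate cutoff, the mean of that plate's test compounds plus 3 SD, cut at about 27% in these data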;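 also: 0% = acetylcholine EC80 with DMSO and 100% = DMSO without agonist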
# CRFR2-BP ag = agonists of human CRF-binding protein/CRF-R2 receptor complex; 350,000 compounds, 0.46% hits; activation, % at 13.2 µM; HEK293 CRF-R2/CRF-BP, calcium dye fluorescence (FLIPR); percent of saturating CRF peptide response; AID 588473;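 active = activation of at least 50%, plus an integration ratio under a set limit after plate pattern correction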;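 also: plate controls were neutral control wells without compound for no effect and CRF at EC100 for full effect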
# M5 ag = agonists of human muscarinic M5 receptor (CHRM5); 360,000 compounds, 0.19% hits; P08912; CHO-K1 hM5 cells, Fluo-8 calcium fluorescence; 0% DMSO wells, 100% maximal acetylcholine response; activation, % at 3 µM;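 active = activation above the run's mean over test compounds plus 3 SD, cut at about 23% in these data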;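 also: signal is peak over basal fluorescence ratio across the kinetic read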
# M5 PAM = CHRM5 positive allosteric modulation; CHO-K1 hM5, Fluo-8 calcium, ACh EC20 PAM; 0% = ACh EC20, 100% = ACh EC100; 360,000 compounds, 0.3% hits; activation, % at 3 µM; P08912;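 active = activation above the run cutoff, the mean activation of all test compounds plus 3 SD, cut at about 18% in these data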
#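 Assay system: CHO-K1 hM5 cells / Incubation: Fluo-8 loading 80 min at 37 °C plus 30 min room temperature / Technique: Fluo-8 calcium dye fluorescence, kinetic read / Repeats: single replicate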
# M4 antag = antagonists of human muscarinic M4 receptor (CHRM4). P08173. CHO-hM4 cells, ACh EC80, Fluo-8 calcium fluorescence. inhibition, % at 3 µM. 360,000 compounds, 0.73% hits;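 active = inhibition above its plate's cutoff, the mean inhibition of sample wells plus 3 SD, cut at about 27% in these data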;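 also: 0% = acetylcholine EC80 with DMSO and 100% = DMSO without agonist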
# * hit, by the source's call; . = no result given; & = joins results of further samples.
SMILES,M4 ag,M1 PAM,CRFR2-BP antag,M4 PAM,CHRM5 antagonist,CRFR2-BP ag,M5 ag,M5 PAM,M4 antag
CC(=O)c1ccc(NC(=O)CSc2nc3[nH]ncc3c(=O)[nH]2)cc1,1,13,-4,11,4,0.3,3,4,5
O=C(NCc1ccc2c(c1)OCO2)c1ccc2c(c1)S(=O)(=O)c1ccccc1C2=O,10,-6,9,-6,11,-3.2,-4,1,1
OC(c1ccc(-c2ccccc2)cc1)c1ncc(-c2ccccc2)[nH]1 (stereo not drawn),3,7,.,3,3,.,1,4,-3
O=C(Nc1ccccn1)NC12CC3CC(CC(C3)C1)C2,0,5,-6,14,-8,2.8,2,4,-4
O=[N+]([O-])c1cccc(-c2ccc(/C=N/n3c(-c4ccccc4)n[nH]c3=S)o2)c1,1,9,18,13,-3,-0.8,0,2,5
COc1cccc(S(=O)(=O)Nc2cccnc2)c1,0,-2,-4,-9,-2,-1.1,-3,-2,19
NNC(=O)c1cc(-c2ccc(N)cc2)nc2ccc(Br)cc12,2,7,-5,-3,1,2.5,2,-4,-8
COc1ccc(CN(C)C(=O)CCN2C(=O)c3ccccc3C2=O)c(OC)c1OC,2,3,-7,-3,11,2.2,-1,-4,3
CCNc1cc(N2CCCC2)ccc1[N+](=O)[O-],-2,9,18,0,1,-0.9,-4,3,6
COc1ccc2c(=O)cc(-c3ccccc3F)oc2c1,8,0,-3,-4,8,-0.8,-4,-6,0
COc1ccc(C2C(C#N)=C(SCC(=O)Nc3ccc(C)cc3)NC3=C2C(=O)CC(C)(C)C3)cc1 (stereo not drawn),0,-15,6,-5,3,2.0,-1,-2,1
C(=N\Nc1ccc(-n2ccnc2)nn1)/c1ccccc1,3,13,-4,18,-5,-0.5,1,4,-7
COc1ccc(C(=O)NCC(=O)N/N=C/c2cccnc2)cc1OC,0,17,4,1,-6,0.7,-2,4,-9
CN(C)CCn1c(=S)[nH]c2ccccc2c1=O,1,1,-24,-2,3,2.6,-3,-1,-9
CCCC(=O)N1CCC(Cc2ccccc2)CC1,-1,13,-7,-5,-3,-3.5,3,0,9
O=C(NCC1CCCO1)C(C(=O)c1ccccc1)n1ccccc1=O (stereo not drawn),0,6,5,-3,1,0.1,2,2,2
C=CCn1c(CCC(O)COCCCCC)n[nH]c1=S (stereo not drawn),1,5,-3,12,0,-0.2,-1,3,8
O=C(Cc1cccc(NC(=O)C2CCN(C(=O)C3CC3)CC2)c1)Nc1cccc(C(=O)N2CCOCC2)c1,1,2,17,-4,-6,-2.1,2,-1,-11
Cc1ccc2c(c1C)-c1c(ccc(C)c1C)C(=O)C2=O,4,-9,-21,-7,10,-2.3,19,-12,12
CCOc1ccc(N(C)S(=O)(=O)c2ccc3[nH]cc(C(=O)NCCOC)c(=O)c3c2)cc1,7,-6,10,-7,2,-1.9,-1,-6,-1
CC(=O)N1C(=O)C(=C2C=C(C)OC(C)=C2)c2ccccc21,-1,-2,6,8,0,42,-3,-1,4
Cc1noc(NS(=O)(=O)c2ccc(NC(=O)CSc3ncccn3)cc2)c1C,0,6,10,7,-1,-0.6,0,-1,-7
OC(COc1ccc(Cl)cc1)CN1CCN(c2ccccn2)CC1 (stereo not drawn),1,2,-7,-1,-4,-0.3,-11,10,-2
CCc1cc(-c2n[nH]c(C)c2-c2nc(C)cs2)c(O)cc1OC,2,-2,-30,4,6,-1.5,-1,-3,-1
O=C(CN1CCN(CC(=O)Nc2ccccn2)CC1)Nc1ccccn1,1,4,1,4,1,2.4,2,1,2

# Ordered by count of non-hydrogen atoms (smallest number first): 14 of the compounds above
SMILES,M4 ag,M1 PAM,CRFR2-BP antag,M4 PAM,CHRM5 antagonist,CRFR2-BP ag,M5 ag,M5 PAM,M4 antag
CCNc1cc(N2CCCC2)ccc1[N+](=O)[O-],-2,9,18,0,1,-0.9,-4,3,6
COc1cccc(S(=O)(=O)Nc2cccnc2)c1,0,-2,-4,-9,-2,-1.1,-3,-2,19
C=CCn1c(CCC(O)COCCCCC)n[nH]c1=S (stereo not drawn),1,5,-3,12,0,-0.2,-1,3,8
CC(=O)N1C(=O)C(=C2C=C(C)OC(C)=C2)c2ccccc21,-1,-2,6,8,0,42,-3,-1,4
NNC(=O)c1cc(-c2ccc(N)cc2)nc2ccc(Br)cc12,2,7,-5,-3,1,2.5,2,-4,-8
CCc1cc(-c2n[nH]c(C)c2-c2nc(C)cs2)c(O)cc1OC,2,-2,-30,4,6,-1.5,-1,-3,-1
OC(COc1ccc(Cl)cc1)CN1CCN(c2ccccn2)CC1 (stereo not drawn),1,2,-7,-1,-4,-0.3,-11,10,-2
O=C(NCC1CCCO1)C(C(=O)c1ccccc1)n1ccccc1=O (stereo not drawn),0,6,5,-3,1,0.1,2,2,2
O=C(CN1CCN(CC(=O)Nc2ccccn2)CC1)Nc1ccccn1,1,4,1,4,1,2.4,2,1,2
Cc1noc(NS(=O)(=O)c2ccc(NC(=O)CSc3ncccn3)cc2)c1C,0,6,10,7,-1,-0.6,0,-1,-7
O=C(NCc1ccc2c(c1)OCO2)c1ccc2c(c1)S(=O)(=O)c1ccccc1C2=O,10,-6,9,-6,11,-3.2,-4,1,1
CCOc1ccc(N(C)S(=O)(=O)c2ccc3[nH]cc(C(=O)NCCOC)c(=O)c3c2)cc1,7,-6,10,-7,2,-1.9,-1,-6,-1
COc1ccc(C2C(C#N)=C(SCC(=O)Nc3ccc(C)cc3)NC3=C2C(=O)CC(C)(C)C3)cc1 (stereo not drawn),0,-15,6,-5,3,2.0,-1,-2,1
O=C(Cc1cccc(NC(=O)C2CCN(C(=O)C3CC3)CC2)c1)Nc1cccc(C(=O)N2CCOCC2)c1,1,2,17,-4,-6,-2.1,2,-1,-11

# (listing goes on)
SMILES,M4 ag,M1 PAM,CRFR2-BP antag,M4 PAM,CHRM5 antagonist,CRFR2-BP ag,M5 ag,M5 PAM,M4 antag
O=C(NCC1CCCN(Cc2nccs2)C1)c1cccc2ccccc12 (stereo not drawn),1,8,-7,4,-2,1.4,-4,1,-4
Cc1ccc(C)c(S(=O)(=O)N2CCN(c3nc(-c4cccnc4)nc4ccccc34)CC2)c1,19,-12,-7,-7,8,0.9,-1,-38,9
O=C(NCCc1ccccn1)c1cc(-c2ccccc2Cl)nc2ccccc12,5,5,-26,-7,-5,1.1,1,-2,4
O=C1NC[C@H](CCCCN2CCN(CCC3CCCCC3)C(=O)C2=O)N(CCc2ccccc2)C1=O,0,.,.,-4,1,.,-4,-1,12
O=[N+]([O-])c1cc(C(F)(F)F)ccc1N1CCC(O)CC1,3,10,8,2,-9,7.9,-2,-4,-2
O=C(Nc1nc2ccccc2[nH]1)c1ccccc1F,1,6,5,3,7,-2.5,-1,-1,4
C/C(N)=C(/C#N)C(=O)CSc1nnc(SCc2ccc(Cl)cc2)s1,11&9,-12&-11,22&8,-5&-10,17&14,-0.6&-0.4,2&-1,-17&-18,-8&18
O=C(COC(=O)c1ccc(F)cc1Cl)NC1CC1,0,6,-15,5,2,0.0,0,2,-2
Cc1c([N+](=O)[O-])nnn1-c1cc(Cl)cc(Cl)c1,1,6,15,0,12,-9.9,-5,2,-2
Cc1cc(C)n(CC(O)CN2C(=O)NC(C)(C)C2=O)n1 (stereo not drawn),0,7,12,-5,-5,0.1,-2,2,-1
O=C(Nc1ccccc1)c1cccc(C(F)(F)F)c1,-1,11,2,22,-2,2.2,-3,-3,-8
CC(C)CCN1CCN=C1Nc1ccccc1,1,-1,-3,4,-9,-0.2,1,-4,-2
O=C(CNC(=O)c1ccco1)Nc1ccc(S(=O)(=O)N2CCCC2)cc1,1,10,-1,3,-5,-0.5,0,3,1
Cc1ccc(-n2nnnc2SCC(=O)Nc2ccccc2N2CCCCC2)cc1C,-1,2,-3,-3,-9,7.1,0,1,5
CCOC(=O)C1CCN(S(=O)(=O)c2ccc(CNC(=O)c3ccccc3)s2)CC1,6,10,-1,-10,17,-1.5,-1,-8,8
CCOC(=O)C1CCN(C(=O)Cn2cc(C(=O)OC)c3ccccc32)CC1,3,7,6,5,3,-1.5,-1,1,0
O=C(Cc1ccccc1)N/N=C/c1cc(Br)c(Br)o1,-1,-3,-18,28*,5,2.3,1,-7,-9
CCOC(=O)c1ccc(NC2OC(=O)c3ccccc32)cc1 (stereo not drawn),0,-4,-32,-5,0,-4.1,-8,-17,-2
CC(C)(C)c1ccc(N2C(=O)CSC2c2cccnc2)cc1 (stereo not drawn),21,-13,6,-48,11,-0.5,-2,-25,10
COc1ccccc1-c1noc2c1C(=O)N(C(=O)OC(C)(C)C)CC2,0,8,-1,1,15,-0.5,0,-4,4
COCn1c(-c2ccc(OC)cc2)nc2ccccc21,1,3,-3,-3,6,-1.1,-9,-10,1
O=C(NCC1CCCO1)C(=O)N/N=C/c1ccc(OCc2ccccc2Cl)cc1 (stereo not drawn),2,3,1,0,2,-1.1,2,-7,-4
CCC1NC(=O)c2cc3ccccc3cc2-n2c1nc1ccc(OC)cc1c2=O (stereo not drawn),3,-13,-1,-2,0,0.0,-1,-2,11
Cc1ccccc1NC(=O)CC(=O)c1ccccc1,0,6,-1,0,7,-1.4,0,0,-7
O=C1NC(c2ccccn2)Nc2sc3c(c21)CCC3 (stereo not drawn),5,1,-5,-3,1,3.5,3,-2,-1
SMILES,M4 ag,M1 PAM,CRFR2-BP antag,M4 PAM,CHRM5 antagonist,CRFR2-BP ag,M5 ag,M5 PAM,M4 antag
O=C(NC(=O)N1CCCCCC1)c1ccccc1,0,12,-8,0,0,1.4,-2,-1,4
O=C(NCCCCNC(=O)c1ccc(F)cc1)c1ccc(F)cc1,0,5,5,4,9,0.9,1,6,-29
COCc1[nH][nH]c(=O)c1C=Nc1ccc(C(F)(F)F)cc1,1,8,-7,0,4,1.0,-1,-10,0
Cc1ccc(C)c(NC(=O)CSc2nccn2Cc2ccco2)c1,2,3,27,5,-10,-0.5,-5,9,0
CN(C(=O)C1CCN(S(=O)(=O)c2cccs2)CC1)c1ccccc1,3,3,10,-1,3,2.1,9,7,4
O=C(Nc1n[nH]c(C2CCCCC2)n1)C1CCCCC1,3,-3,1,-3,4,0.8,2,-9,4
CCOc1ccc(NC(=O)N2CCc3ccccc3C2)cc1,2,1,9,12,9,-4.1,-7,3,-10
Cc1ccnc(NC(=O)c2ccc(Cl)c(NC(=O)c3ccccc3C)c2)c1,2,5,12,-5,13,-2.5,-4,-2,7
CC1CCc2c(cnc3ncnn23)C1 (stereo not drawn),1,-5,6,2,5,-1.1,-1,-3,21
COc1ccc(N2CCN(C(c3cccs3)C(C)NC(=O)c3ccc4c(c3)OCO4)CC2)cc1 (stereo not drawn),1,3,5,7,0,0.9,-1,3,-5
COc1ccc(NC(=O)c2sc(=O)n(Cc3ccc(S(=O)(=O)N(C)C)cc3)c2C)cc1,8,6,.,2,-6,.,4,-2,0

# Reprinted at random: 2 records from the list
SMILES,M4 ag,M1 PAM,CRFR2-BP antag,M4 PAM,CHRM5 antagonist,CRFR2-BP ag,M5 ag,M5 PAM,M4 antag
COc1ccc(N2CCN(C(c3cccs3)C(C)NC(=O)c3ccc4c(c3)OCO4)CC2)cc1 (stereo not drawn),1,3,5,7,0,0.9,-1,3,-5
Cc1ccc(C)c(NC(=O)CSc2nccn2Cc2ccco2)c1,2,3,27,5,-10,-0.5,-5,9,0
